Source: PubChem (Broad Institute)
U2OS ROS induce: raises reactive oxygen species in U2OS cancer cells | ROS induction (% of piperlongumine), % at 10 µM | AID 624156 | 2% of 46,000 active | U2OS ROS induction, H2DCF-DA fluorescence; in the data active means ROS induction above about 79%, passing the limit was not always enough; inconclusive means no clear call, values can overlap the other calls;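 further: 0% = DMSO vehicle median and 100% = reference compound median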
Starred values were filed as active, the others as inactive; u = inconclusive. These rows are one share of the data; rates above refer to the full screens.

SMILES	U2OS ROS induce
C=CCN1C(=O)[C@]2(O[C@H](CCn3cc([C@H](O)c4ccccc4)nn3)[C@@H]([Si](C)(C)c3ccc(OC)cc3)[C@@H]2C)c2ccccc21	24.3
C[C@@H]1CN([C@@H](C)CO)C(=O)c2cccc(NC(=O)c3nc4ccccc4s3)c2O[C@@H]1CN(C)Cc1ccc(C(F)(F)F)cc1	4.3
COc1ccc(S(=O)(=O)N(C)C[C@H]2Oc3c(NC(=O)C4CCOCC4)cccc3C(=O)N([C@H](C)CO)C[C@@H]2C)cc1	-14.5
C[C@@H]1CN([C@@H](C)CO)C(=O)c2cccc(NS(C)(=O)=O)c2O[C@H]1CN(C)Cc1ccc2c(c1)OCO2	-2.9
CN(C)CCCN1C(=O)C(=O)C(C(=O)c2cccs2)C1c1ccc(Cl)c(Cl)c1 (stereo unspecified)	0.9
N#Cc1cc2c(=O)n3ccccc3nc2n(-c2cccc(C(F)(F)F)c2)c1=O	50.6
COc1ccc(OC)c(N(CC(=O)Nc2cccc(Cl)c2Cl)S(C)(=O)=O)c1	-6.9
COc1ccc(C(=O)Oc2c(S(=O)(=O)c3ccccc3)c(C)nn2-c2ccccc2)cc1	0.5
CC1CCC(C(C)C)C(N(Cc2ccccc2)C(=O)c2cccs2)C1 (stereo unspecified)	4.4
O=C1C[C@@](C(=O)NCc2ccccc2)(c2ccc([N+](=O)[O-])cc2)[C@@H](c2ccc(CO)cc2I)N1CC12CC3CC(CC(C3)C1)C2	10.9
COc1ccc(NC(=O)Nc2ccc3c(c2)C(=O)N([C@H](C)CO)C[C@H](C)[C@H](CN(C)C(=O)NC(C)C)O3)cc1	-12.8
C[C@H](CO)N1C[C@H](C)[C@H](CN(C)S(C)(=O)=O)Oc2c(NC(=O)c3ccncc3)cccc2C1=O	-7.0
C[C@@H]1CN([C@@H](C)CO)C(=O)c2cccc(NS(=O)(=O)c3cccs3)c2O[C@H]1CN(C)C(=O)Nc1ccccc1	-4.8
CC(C)NC(=O)Nc1ccc2c(c1)C(=O)N([C@@H](C)CO)C[C@@H](C)[C@H](CN(C)C(=O)Nc1ccc(F)cc1)O2	-1.4
O=C(CCCCCC(=O)N/N=C/c1cc(O)ccc1[N+](=O)[O-])NO	5.8
COc1ccc(CNC(=O)C2CSC(=O)C2)cc1 (stereo unspecified)	-15.3
COc1ccc(S(=O)(=O)Nc2cccc3c2O[C@@H](CN(C)C)[C@H](C)CN([C@H](C)CO)C3=O)cc1	-6.2
Cc1nn(C)c(C)c1CN1CCN(C(=S)Nc2ccc(S(N)(=O)=O)cc2)CC1	2.8
C[C@H](CO)N1C[C@H](C)[C@@H](CN(C)C(=O)Nc2ccccc2)Oc2c(NC(=O)C3CC3)cccc2C1=O	-1.5
O=C(CCN1C(=O)C2C3C=CC(C4CC34)C2C1=O)Nc1ccc(F)cc1 (stereo unspecified)	-9.5
Clc1ccc(C(Cn2ccnc2)OCc2csc3c(Cl)cccc23)c(Cl)c1 (stereo unspecified)	-1.2
COc1cccc(/C=N/O)c1O	-9.0
CCc1ccc(CCC(=O)Nc2cc(C(F)(F)F)ccc2Cl)o1	5.4
CN1CCN(c2ncc3c(=S)[nH]c(=S)[nH]c3n2)CC1	29.0
C[C@H](CO)N1C[C@H](C)[C@H](CN(C)S(=O)(=O)c2ccccc2)Oc2ccc(NC(=O)Cc3ccccc3)cc2C1=O	6.0

The list continues:
SMILES	U2OS ROS induce
COc1ccc(-c2csc(=Nc3cc(C(=O)O)ccc3C)o2)cc1	31.4
CCOC(=O)N(C)C[C@@H]1OCc2cn(nn2)CCCC(=O)N([C@H](C)CO)C[C@@H]1C	u
C[C@H](CO)N1C[C@H](C)[C@@H](CN(C)S(=O)(=O)c2ccc(F)cc2)Oc2ccc(NC(=O)C3CC3)cc2C1=O	-5.9
C[C@H]1CN([C@@H](C)CO)C(=O)CCCn2nncc2CO[C@@H]1CN(C)C(=O)Nc1ccccc1C(F)(F)F	18.4
Cc1c(C(=O)NCc2ccco2)cc(-c2ccccc2)n1CCSCc1c(F)cccc1Cl	17.4
C[C@H]1CN([C@@H](C)CO)C(=O)Cc2cc(NC(=O)CCN3CCOCC3)ccc2O[C@@H]1CN(C)C(=O)NC1CCCCC1	-4.8
O=C(NCCCN1CCCC1=O)c1cc2ccccc2oc1=O	-13.1
C[C@H](CO)N1C[C@H](C)[C@@H](CN(C)Cc2ccc3c(c2)OCO3)Oc2ccc(NC(=O)Nc3ccc(C(F)(F)F)cc3)cc2C1=O	5.8
C[C@@H]1CN([C@H](C)CO)C(=O)Cc2cc(NC(=O)CCCCCC(=O)Nc3ccccc3N)ccc2O[C@@H]1CN(C)S(C)(=O)=O	11.4
COc1cccc(C(O)c2nccn2C)c1OC (stereo unspecified)	-2.7
CC(C)NC(=O)Nc1ccc2c(c1)C(=O)N([C@@H](C)CO)C[C@H](C)[C@H](CN(C)Cc1ccncc1)O2	u
Cc1ccc(-c2noc(CCC(=O)NC(C)(C)C)n2)cc1	-3.8
C[C@@H]1CN([C@@H](C)CO)C(=O)Cc2cc(NS(=O)(=O)c3ccc(F)cc3)ccc2O[C@@H]1CN(C)C(=O)Nc1cccc2ccccc12	25.0
CC1(C)Cc2nc3sc4c(SCC(=O)NCc5ccccc5)ncnc4c3cc2CO1	41.2
COC(=O)c1c(-c2ccc(Br)cc2)csc1NC(=O)C1CCCCC1C(=O)O (stereo unspecified)	55.9
C=C1C(=O)O[C@@H]2C[C@H](C)C3C[C@H](O)[C@H](O)[C@@]3(C)C[C@H]12 (stereo partly specified)	28.3
C[C@@H]1CCCCO[C@@H](CN(C)Cc2ccc(C(F)(F)F)cc2)[C@@H](C)CN([C@H](C)CO)C(=O)c2cc(NC(=O)Nc3ccccc3)ccc2O1	3.4
COC(=O)CCCCCCC(=O)N/N=C/[C@H](O)[C@@H](O)[C@H](O)[C@H](O)CO[C@H]1O[C@H](CO)[C@H](O)[C@H](O)[C@H]1O	-2.2
O=C(O)CCCCCCC(=O)NN=C1CCCCCCC1	-1.1
Cc1ccccc1NC(=O)COc1ccc(N2CC(C(N)=O)CC2=O)cc1 (stereo unspecified)	-10.9
Cc1noc(C)c1S(=O)(=O)Nc1ccc2c(c1)C(=O)N([C@H](C)CO)C[C@@H](C)[C@H](CN(C)Cc1ccc(-c3ccccc3)cc1)O2	39.2
C[C@H](CO)N1C[C@H](C)[C@@H](CN(C)S(C)(=O)=O)OCc2cnnn2CCCC1=O	-9.5
COc1ccc(S(=O)(=O)Nc2cccc3c2O[C@H](CN(C)Cc2ccncc2)[C@@H](C)CN([C@H](C)CO)C3=O)cc1	-2.4
CC(=O)c1cccc(NC(=O)CN(C2CCCCC2)S(=O)(=O)c2ccc(Br)cc2)c1	18.8
CNC[C@@H]1Oc2ccc(NC(=O)Cc3cn(C)c4ccccc34)cc2CC(=O)N([C@H](C)CO)C[C@H]1C	-9.7

Ordered by SMILES length (falling): part of the list above.
SMILES	U2OS ROS induce
C[C@@H]1CN([C@H](C)CO)C(=O)Cc2cc(NC(=O)CCCCCC(=O)Nc3ccccc3N)ccc2O[C@@H]1CN(C)S(C)(=O)=O	11.4
C[C@H](CO)N1C[C@H](C)[C@H](CN(C)S(=O)(=O)c2ccccc2)Oc2ccc(NC(=O)Cc3ccccc3)cc2C1=O	6.0
C[C@H](CO)N1C[C@H](C)[C@@H](CN(C)C(=O)Nc2ccccc2)Oc2c(NC(=O)C3CC3)cccc2C1=O	-1.5
CN1CCN(c2ncc3c(=S)[nH]c(=S)[nH]c3n2)CC1	29.0
O=C(O)CCCCCCC(=O)NN=C1CCCCCCC1	-1.1
COc1cccc(/C=N/O)c1O	-9.0

(more compounds)
SMILES	U2OS ROS induce
C[C@@H]1CCCCO[C@H](CN(C)CC2CCCCC2)[C@@H](C)CN([C@H](C)CO)C(=O)c2cc(NC(=O)Cc3ccccc3)ccc2O1	43.9
Cc1cc(C(=O)Nc2cccc3c2O[C@H](CN(C)Cc2ccc(C(=O)O)cc2)[C@@H](C)CN([C@H](C)CO)C3=O)n(C)n1	-5.5
Cc1ccc(S(=O)(=O)N(C)C[C@H]2Oc3ccc(NC(=O)CCN4CCOCC4)cc3CC(=O)N([C@H](C)CO)C[C@H]2C)cc1	6.2
C[C@H]1CN([C@@H](C)CO)C(=O)c2cc(NS(=O)(=O)c3ccc(F)cc3)ccc2O[C@@H]1CN(C)CC1CC1	-0.7
C[C@@H]1CN([C@@H](C)CO)C(=O)Cc2cc(NC(=O)Cc3cn(C)c4ccccc34)ccc2O[C@@H]1CN(C)Cc1ccccc1	47.3
Cc1nn(C)cc1NC(=O)Nc1ccc(F)cc1	-1.2
Cc1c(NC(=O)CN2c3cccc4cccc(c34)S2(=O)=O)c(=O)n(-c2ccccc2)n1C	12.2
C[C@@H]1CN([C@@H](C)CO)C(=O)c2cc(NC(=O)NC3CCCCC3)ccc2O[C@@H]1CN(C)C(=O)Nc1cccc2ccccc12	-2.9
CNC[C@H]1Oc2c(NS(=O)(=O)c3ccc(Cl)cc3)cccc2C(=O)N([C@@H](C)CO)C[C@@H]1C	-2.8
Cc1cc(C(=O)Nc2ccc(CN3CCS(=O)(=O)CC3)cc2)no1	-2.5
C[C@@H]1CCCCO[C@@H](CN(C)C(=O)CCCN(C)C)[C@@H](C)CN([C@H](C)CO)C(=O)c2cc(N(C)C)ccc2O1	-7.8
CC(C)CCNC(=O)c1csc2c1CCCC2	-10.0
C[C@@H]1CCCCO[C@H](CN(C)Cc2ccccc2)[C@@H](C)CN([C@H](C)CO)C(=O)c2cc(NS(C)(=O)=O)ccc2O1	2.3
COc1ccc(CN(C)C[C@@H]2Oc3ccc(NC(=O)Nc4cccc5ccccc45)cc3CC(=O)N([C@@H](C)CO)C[C@@H]2C)cc1	17.7
CC1(C)CC[C@]2(C(=O)O[C@@H]3O[C@H](CO)[C@@H](O)[C@H](O)[C@H]3O)CC[C@]3(C)C(=CCC4[C@@]5(C)CC[C@H](O[C@@H]6O[C@H](CO)[C@@H](O)[C@H](O)[C@H]6O)[C@@](C)(CO)C5CC[C@]43C)[C@@H]2C1 (stereo partly specified)	4.4
O=C(CCCCC(=O)N/N=C/c1ccc(-c2ccccc2)c(F)c1)NO	1.5
O=C(NO)c1ccc(C(=O)N/N=C/c2ccccc2[N+](=O)[O-])cc1	1.2
Cc1noc(C)c1NC(=O)Nc1ccc2c(c1)CC(=O)N([C@H](C)CO)C[C@H](C)[C@H](CN(C)Cc1ccc(-c3ccccc3)cc1)O2	1.4
Cc1noc(C)c1NC(=O)Nc1cccc2c1O[C@@H](CN(C)C(=O)NC1CCCCC1)[C@@H](C)CN([C@@H](C)CO)C2=O	-3.2
C[C@H]1CN([C@@H](C)CO)C(=O)c2cc(NC(=O)C3CCCCC3)ccc2O[C@@H]1CN(C)CC1CC1	32.6
CCc1ccc(OCCCn2cc(/C=C3/C(=N)N4C=CSC4=NC3=O)c3ccccc32)cc1	32.4
Nc1nc(SCC(=O)N2CCCc3ccccc32)[nH]c(=O)c1-c1ccccc1	-9.9
C[C@@H]1CN([C@@H](C)CO)C(=O)c2cccc(NS(=O)(=O)c3ccc(Cl)cc3)c2O[C@H]1CN(C)Cc1ccc(C(=O)Nc2ccccc2N)cc1	8.0
COc1ccc(C)cc1N(CC(=O)N1CCN(c2cc(Cl)ccc2C)CC1)S(C)(=O)=O	u
C[C@@H]1CCCCO[C@@H](CN(C)S(=O)(=O)c2cccs2)[C@@H](C)CN([C@H](C)CO)C(=O)c2cc(NC(=O)Nc3ccc(F)cc3)ccc2O1	55.6

Additional compounds follow.
SMILES	U2OS ROS induce
CC(C)NC(=O)Nc1cccc2c1O[C@H](CN(C)S(=O)(=O)c1cccs1)[C@H](C)CN([C@@H](C)CO)C2=O	0.9
C=C(C)[C@@H]1Cc2c(ccc3c2O[C@H]2COc4cc(OC)c(OC)cc4[C@@]2(O)C3=O)O1	33.4
CCc1cc(-c2n[nH]c(C(=O)O)c2-c2nc(C)cs2)c(O)cc1O	-6.9
CC(=O)Nc1ccc(OCc2ccccc2)cc1	12.6
O=C(CCCCC(=O)N/N=C/c1ccoc1)NO	-0.7
Cc1ccc(S(=O)(=O)N(C)C[C@H]2Oc3c(NC(=O)c4cc(C)nn4C)cccc3C(=O)N([C@H](C)CO)C[C@@H]2C)cc1	-4.1
C[C@@H]1CN([C@H](C)CO)C(=O)CCCn2nncc2CO[C@@H]1CN(C)S(=O)(=O)c1cccs1	-20.9
O=C(NO)c1cccc(C(=O)N/N=C/c2cccc(B(O)O)c2)c1	17.2
C[C@H](CO)N1C[C@H](C)[C@H](CN(C)Cc2ccc(C(F)(F)F)cc2)Oc2ccc(N(C)C)cc2C1=O	15.8
Cc1ccc(S(=O)(=O)Nc2ccc3c(c2)C(=O)N([C@@H](C)CO)C[C@H](C)[C@H](CN(C)S(=O)(=O)c2c(C)noc2C)O3)cc1	6.1
O=C(/C=C/c1ccccc1)c1ccc(O)cc1	53.3
COc1ccc(C(C)C)cc1S(=O)(=O)n1cnc2ccccc21	29.4
C[C@@H]1CN([C@H](C)CO)C(=O)Cc2cc(NS(=O)(=O)c3cccs3)ccc2O[C@@H]1CN(C)C(=O)NC1CCCCC1	28.7
CC(C)Nc1cnn(C23CC4CC(CC(C4)C2)C3)c(=O)c1Cl	-4.3
CCOc1ccc2c(c1)sc(=NC(=O)c1cc3ccccc3cc1OC)n2C	-13.1
CCC(C)N1C(=O)S/C(=C/c2ccc3c(c2)n(C)c(=O)n3C)C1=O (stereo unspecified)	34.7
C[C@@H]1CN([C@@H](C)CO)C(=O)c2cccc(NC(=O)Nc3ccc4c(c3)OCO4)c2O[C@@H]1CN(C)CC1CCCCC1	-0.6
Cc1noc(C)c1NC(=O)Nc1ccc2c(c1)CC(=O)N([C@@H](C)CO)C[C@@H](C)[C@@H](CN(C)S(=O)(=O)c1cccs1)O2	-4.4
Cn1ccnc1SCCS(=O)(=O)c1ccccc1	-2.2

Looked up one by one from the list above (two):
SMILES	U2OS ROS induce
Cc1noc(C)c1NC(=O)Nc1ccc2c(c1)CC(=O)N([C@H](C)CO)C[C@H](C)[C@H](CN(C)Cc1ccc(-c3ccccc3)cc1)O2	1.4
C=C(C)[C@@H]1Cc2c(ccc3c2O[C@H]2COc4cc(OC)c(OC)cc4[C@@]2(O)C3=O)O1	33.4
